Screens: PubChem BioAssay, National Center for Advancing Translational Sciences (NCATS)
Vif-APOBEC3F blk – Vif-A3F binding inhibition; Potency, µM (series often up to 46.1 µM), inactives show at the highest dose activity, negative = active; AID 602313; HeLa A3F-eYFP + Vif (tagged APOBEC3F with the HIV-1 protein that degrades it), YFP fluorescence increase; 0.2% of 390,000 active; further: % of control where 0% means no effect; nearly all actives have a fitted effect of over 65% in size
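HeLa cells stably expressing Vif plus C-terminally eYFP-tagged A3F were seeded, incubated overnight at 37 deg C, dosed with compound, incubated overnight again at 37 deg C. Yellow fluorescence (Ex 488/Em 500-530) reported blocked Vif-mediated A3F-eYFP degradation.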
12-LOX inh – inhibitors of human 12S-lipoxygenase ALOX12; P18054; 1.1% of 580,000 active; Potency, µM (highest dose often 108 µM), inactives show at the top dose activity change, negative = inhibition, most hits filed as inhibitors; purified 12hLO, xylenol orange hydroperoxide absorbance; further: on the % scale 0 is the no-effect control and ±100 the full control effect
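Purified human 12hLO at 150 nM in 25 mM Hepes, 0.01% Triton X-100, pH 7.0, preincubated 15 min at room temperature with compound. Reaction started with 40 uM arachidonic acid, 30 min at room temperature. Hydroperoxide measured by Fe-xylenol orange, 573/405 nm absorbance ratio.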
TrxR1 substrate – rat thioredoxin reductase 1 substrate activity; O89049; purified TrxR1 substrate turnover, NADPH consumption readout; Potency, µM (doses to about 114 µM), without a hit: at the top dose activity change, negative = substrate turnover; 0.01% of 390,000 active; AID 588456; further: on the % scale 0 is the no-effect control and ±100 the full control effect; nearly all actives have a fitted effect of over 50% in size
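Rat TrxR1, dispensed at 90 nM, was prereduced with 400 uM NADPH (final) for 5 min at ~22 deg C, then incubated with compound 15 min before 400 uM selenite. A first-read NADPH fluorescence drop versus no-compound background flagged substrates.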
RXFP1 ag – agonists of human relaxin receptor RXFP1; Potency, µM (doses to about 57.5 µM), for the others: at the highest dose activation, usual class: activators; AID 2676; HEK293T-RXFP1 cAMP TR-FRET, 30 min; response scale: percent of porcine relaxin response, buffer zero; 0.3% of 370,000 active; Q9HBX9; further: on the % scale 0 is the no-effect control and ±100 the full control effect; nearly all actives have a fitted effect of over 60% in size; many of its hits are not listed in these tables
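Agonist response is measured as cAMP accumulation in an RXFP1-transfected HEK293T line under PDE4 inhibition. Values are scaled between buffer-only and 29 nM porcine relaxin, and EC50s come from standard Hill equation fits.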
Vif-APOBEC3G blk – blocks the Vif interaction with human APOBEC3G. Q9HC16. Potency, µM (doses to about 46.1 µM), for inactives: top-dose activity, negative = active, hits mostly inhibitors. HeLa A3G-eYFP + Vif (tagged APOBEC3G with the HIV-1 protein that degrades it), YFP fluorescence, overnight. AID 602310. 0.076% of 410,000 active;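 further: on the % scale 0 is the no-effect control and ±100 the full control effect; nearly all actives have a fitted effect of over 60% in size; hits raise eYFP signal because A3G escapes Vif-driven loss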
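HeLa cells stably expressing Vif and C-terminally eYFP-tagged A3G, seeded overnight at 37 deg C, then exposed to compound by pintool overnight at 37 deg C. Rise in yellow fluorescence (Ex 488/Em 500-530, Acumen) marks blocked Vif-driven A3G degradation.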
USP1-UAF1 inh – blocks the human USP1/UAF1 deubiquitinase complex | O94782 | Potency, µM (highest dose often 57.1 µM), inactives show top-dose activity change, negative = inhibition, actives largely listed as inhibitors | 0.23% of 390,000 active | recombinant USP1/UAF1, Ub-Rhodamine cleavage fluorescence; further: on the % scale 0 is the no-effect control and ±100 the full control effect; nearly all actives have a fitted effect of over 60% in size; inactives centre near -12
Target sequence (O94782 whole entry, looked up): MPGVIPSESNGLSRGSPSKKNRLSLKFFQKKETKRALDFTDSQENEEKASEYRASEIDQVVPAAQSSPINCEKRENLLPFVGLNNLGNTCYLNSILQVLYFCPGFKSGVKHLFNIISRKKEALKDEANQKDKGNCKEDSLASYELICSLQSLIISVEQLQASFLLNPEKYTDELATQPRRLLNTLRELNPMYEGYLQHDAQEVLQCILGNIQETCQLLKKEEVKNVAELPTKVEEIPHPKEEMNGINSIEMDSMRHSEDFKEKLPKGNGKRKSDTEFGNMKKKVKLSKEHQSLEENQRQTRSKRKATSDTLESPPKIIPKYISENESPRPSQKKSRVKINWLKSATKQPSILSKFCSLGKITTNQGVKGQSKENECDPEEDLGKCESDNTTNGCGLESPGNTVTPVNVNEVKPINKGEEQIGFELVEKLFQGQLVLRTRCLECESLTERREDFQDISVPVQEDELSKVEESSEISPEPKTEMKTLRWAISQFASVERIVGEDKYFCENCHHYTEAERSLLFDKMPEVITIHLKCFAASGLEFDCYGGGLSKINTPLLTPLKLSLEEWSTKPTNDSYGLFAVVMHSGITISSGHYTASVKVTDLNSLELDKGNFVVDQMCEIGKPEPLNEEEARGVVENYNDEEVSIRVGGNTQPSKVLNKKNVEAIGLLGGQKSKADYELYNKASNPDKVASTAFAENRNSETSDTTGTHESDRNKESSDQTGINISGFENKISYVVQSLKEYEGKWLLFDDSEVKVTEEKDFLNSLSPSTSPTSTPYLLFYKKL
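USP1/UAF1 complex at 1 nM was preincubated with compound for 15 min at room temperature, then Ub-Rho substrate (150nM final) was added. Fluorescence (480/540 nm) was read kinetically, 6 reads every 60 seconds.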
TrxR1 inh – rat TrxR1 inhibition; 1% of 390,000 active; recombinant rTrxR1, NADPH fluorescence consumption, selenite substrate; Potency, µM (highest dose often 114 µM), inactives show top-dose activity change, negative = inhibition, actives largely listed as inhibitors; further: on the % scale 0 is the no-effect control and ±100 the full control effect; nearly all actives have a fitted effect of over 65% in size
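Rat TrxR1 (90 nM in the dispensed reagent) was pre-reduced with 400 uM NADPH for 5 min at room temperature, then incubated with compound for 15 min. After 400 uM selenite was added, NADPH fluorescence (Ex 340/Em 450 nm) was followed for 8 min.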
IDH1 R132H inh – blocks human mutant IDH1 R132H enzyme | AID 602179 | Potency, µM (highest dose often 76.6 µM), inactives show at the highest dose activity change, negative = inhibition, most hits filed as inhibitors | IDH1-R132H enzyme, NADPH consumption, diaphorase/resazurin fluorescence | 0.093% of 390,000 active; further: on the % scale 0 is the no-effect control and ±100 the full control effect; nearly all actives have a fitted effect of over 65% in size
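IDH1-R132H (0.5 ug/mL) preincubated 30 min with compound, then NADPH (0.016 mM) and alpha-KG (2 mM) added; 80 min at RT, pH 7.5. Remaining NADPH coupled via diaphorase/resazurin to fluorescence (540/590 nm); concentration-response curves normalized to no-enzyme control.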
RGS4 inhibitor – blocks human RGS4-accelerated GTP hydrolysis | Potency, µM (top dose mostly 114 µM), for the others: at the highest dose activity change, negative = inhibition, actives largely listed as inhibitors | 0.039% of 390,000 active | Transcreener GDP fluorescence polarization, RGS4-accelerated GTP hydrolysis | P49798; further: on the % scale 0 is the no-effect control and ±100 the full control effect; nearly all actives have a fitted effect of over 75% in size; some results filed as inactive show a strong effect at the top dose
Target sequence (P49798 whole entry, looked up): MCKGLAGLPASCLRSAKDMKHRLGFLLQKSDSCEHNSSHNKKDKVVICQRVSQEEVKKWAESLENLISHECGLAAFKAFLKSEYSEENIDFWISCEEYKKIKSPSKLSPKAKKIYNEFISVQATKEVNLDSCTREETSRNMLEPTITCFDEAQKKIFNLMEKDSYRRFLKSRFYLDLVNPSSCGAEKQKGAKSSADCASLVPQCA
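MLSMR compounds (23 nl, pin-transferred) preincubated 10 min at room temperature with a 500nM (2x) first reagent, then RGS4 at 900nM (2x) plus Transcreener GDP mix added; fluorescence polarization (620/688 nm) read before and after 90 min at 30 °C.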
* marks the source's active call; other numbers are inactive results; ? = inconclusive; nt = no result given; & = joins results of further samples; [ ] = remark or other dose. The call rests on the fitted dose curve; in most records, active means well fitted curve in the direction sought with a large enough effect; inconclusive means small, poorly fitted or top-dose-only effect, or another doubt; inactive means no such curve, though single readings can be large; an effect the other way counts as inactive or inconclusive. Potency means the concentration at half of the fitted maximal effect. Only part of the results is shown; rates above refer to the full screens.

SMILES	Vif-APOBEC3F blk	12-LOX inh	TrxR1 substrate	RXFP1 ag	Vif-APOBEC3G blk	USP1-UAF1 inh	TrxR1 inh	IDH1 R132H inh	RGS4 inhibitor
CCOc1cc(/C=N/NC(=O)c2cc(-c3cccnc3)nc3ccccc23)ccc1O	8%	47%[activator]	1%[57.1 µM]	-0.7%	1%	-6%	13%[57.1 µM]	-5%	16%
COc1ccc(-c2cc3c(=O)n(CC(=O)NC4CCN(Cc5ccccc5)CC4)ncn3n2)cc1	nt	0%	-3%	1.4%	2%	7%	-9%	2%	38%
Cc1c(N2C(=O)/C(=C\C3CC=CCC3)SC2=S)c(=O)n(-c2ccccc2)n1C (configuration not stated)	-3%	?	-5%	-0.6%	-20%	-18%	-62%	-3%	?
Cn1nc(C(=O)NCc2ccc(F)cc2)c2c1-c1ccccc1SC2	1%	8%	5%	-4.0%	0%	-16%	26%	-4%	7%
CC(=O)N(C)c1ccc(N=Nc2ccc3ncccc3c2)cc1	7%	-19%	-13%[57.1 µM]	nt	-7%	?	6%[2.29 µM]	9%	-22%
O=C(NCC(c1ccc2c(c1)OCO2)N1CCOCC1)c1ccccc1 (configuration not stated)	-5%	-13%	0%[57.1 µM]	-0.9%	1%	-4%	-7%[57.1 µM]	4%	9%
COc1ccc(Cl)cc1NC(=O)COC(=O)c1ccc(C)o1	0%	?	4%	0.4%	2%	-15%	37%[activator]	-8%	2%
COc1cc(CN(C(=O)COc2ccc(Cl)c(C)c2)c2ccccn2)cc(OC)c1OC	0%	-13%	-15%	-2.8%	2%	-7%	-1%	-6%	22%
Cc1c(NS(=O)(=O)c2ccc(Br)s2)c(=O)n(-c2ccccc2)n1C	-9%	1%	8%[57.1 µM]	-0.9%	-2%	-14%	11%[57.1 µM]	1%	-9%
CCOC(=O)C1=C(C)N=c2s/c(=C/c3ccc(OCC(=O)O)cc3)c(=O)n2C1c1ccc(OC)cc1OC (configuration not stated)	-1%	0%	-7%	1.5%	-3%	8%	2%	-9%	-7%
COc1ccc(OCCCC(=O)N(CCC2=CCCCC2)c2c(N)n(Cc3ccccc3)c(=O)[nH]c2=O)cc1	?	-2%	-1%	0.8%	-13%	-20%	8%	0%	-10%
Cc1nnc2sc(-c3ccc(NC(=O)CSc4ccc(Cl)cc4)cc3)nn12	-15%	10%	25%[57.1 µM]	8.9%	-8%	-15%	28%[57.1 µM]	5%	-19%
COc1cccc(C(=O)N2N=C(c3cccc(OC)c3)CC2(O)C(F)(F)F)c1 (configuration not stated)	-6%	19%	5%	0.1%	1%	12%	5%	-1%	-3%
Cc1sc2ncn(CC(=O)N3CCN(c4ccc(F)cc4)CC3)c(=O)c2c1S(=O)(=O)N1CCC(C)CC1	8%	-12%	-5%	1.7%	0%	-2%	17%	-18%	-14%
Cc1cc(C)c2nc(-c3ccccn3)cc(C(=O)Nc3cc(C)on3)c2c1	1%	0%&3%	-1%[57.1 µM]	25%	0%	-18%	5%[57.1 µM]	7%	-22%
COc1ccc(CCNc2nc(-c3ccc(F)cc3)c(CC(=O)O)s2)cc1OC	-12%	-1%	2%	4.3%	-1%	-21%	-15%	2%	?
CCOc1ccc(CNC(=O)CCS(=O)(=O)c2ccc3c(c2)NC(=O)CO3)cc1OC	5%	11%	-14%	5.4%	-2%	-25%	-19%	-6%	-3%[56.9 µM]
COCC(=O)/C=C1\Sc2ccccc2N1C	0%	-10%[57.4 µM]	-6%	0.1%	2%	-7%	-5%	-1%	-13%
OCCC1CN(C2CSCCSC2)CCN1Cc1ccccc1 (configuration not stated)	-6%	36%[activator]	9%	-0.6%	0%	-19%	10%	0%	-4%
CN(CC(=O)Nc1cccc(C#N)c1)S(=O)(=O)c1cc2c(cc1Cl)NC(=O)CO2	0%	-20%	-8%[57.1 µM]	0.4%	1%	-15%	1%[57.1 µM]	-6%	-13%
CC(C)c1ccc2c(c1)C(N1CCNCC1)Cc1ccc(F)cc1S2 (configuration not stated)	-3%	?	-3%	nt	-21%	-4%	-6%	3%	-5%
Cc1ccc(C(=O)Nc2cc3nn(-c4ccccc4)nc3cc2Cl)c(C)c1	-1%	-11%	11%[11.4 µM]	4.9%	-4%	-9%	10%	8%	10%
O=C(Nc1nc(-c2nc3ccccc3s2)cs1)c1ccc(S(=O)(=O)N2CCOCC2)cc1	-6%	10%	2%[57.1 µM]	2.5%	-22%	-16%	-1%[57.1 µM]	-2%	2%
NC(=NCCc1c[nH]c2ccccc12)NS(=O)(=O)c1cc(F)ccc1F	-4%	-7%	-8%	1.7%	-8%	-8%	-4%	-1%	16%
CC(=O)c1cccc(NC(=O)N2CCC(NC(=O)c3ccco3)CC2)c1	5%	-24%	5%	-0.2%	3%	?	-10%	-8%	6%

Filtered by structure, those above with a furan ring, fused or not
SMILES	Vif-APOBEC3F blk	12-LOX inh	TrxR1 substrate	RXFP1 ag	Vif-APOBEC3G blk	USP1-UAF1 inh	TrxR1 inh	IDH1 R132H inh	RGS4 inhibitor
COc1ccc(Cl)cc1NC(=O)COC(=O)c1ccc(C)o1	0%	?	4%	0.4%	2%	-15%	37%[activator]	-8%	2%
CC(=O)c1cccc(NC(=O)N2CCC(NC(=O)c3ccco3)CC2)c1	5%	-24%	5%	-0.2%	3%	?	-10%	-8%	6%

Next part.
SMILES	Vif-APOBEC3F blk	12-LOX inh	TrxR1 substrate	RXFP1 ag	Vif-APOBEC3G blk	USP1-UAF1 inh	TrxR1 inh	IDH1 R132H inh	RGS4 inhibitor
CCc1noc(C)c1C(=O)NC1CCCc2c1cnn2-c1ccc(C(C)(C)C)cc1 (configuration not stated)	6%	0%	0%	0.8%	0%	4%	11%	-6%	-12%
CN(CC(=O)NCc1ccccc1)S(=O)(=O)c1ccc2[nH]c3c(c2c1)CCCC3	0%	-28%	-8%	1.3%	3%	-7%	10%	-7%	-4%
COc1cc(CNc2ccc(N3CCCCC3)cc2)ccc1OCC(=O)NC(C)(C)C	0%	?	-1%	-0.1%	3%	-14%	-21%	17%	-52%
CCc1nnc(SCC(=O)NC2CC2)n1CC	1%	5%	-2%	0.2%	1%	-4%	22%	0%	35%
O=C(Nc1ccc(N2CCOCC2)c(S(=O)(=O)Nc2ccc(Cl)cc2)c1)c1cnccn1	-9%	8.9µM*	-10%	1.1%	-8%	-20%	0%	-4%	?
Cc1cc(NCCNC2=CC(=O)CCC2)nc2ccccc12	-5%	-2%	10%[57.1 µM]	0.1%	-1%	-10%	6%[57.1 µM]	-1%	10%
CCOc1ccc(S(=O)(=O)N(CC)CC(=O)NCc2cccnc2)cc1	2%	-3%	-4%[57.1 µM]	-1.6%	2%	-1%	-4%[57.1 µM]	5%	10%
COc1ccc(CCNC(=O)CCn2c(SCC#N)nc3ccccc3c2=O)cc1OC	0%	-29%	0%	2.8%	-1%	-6%	6%	-3%	25%
COC(=O)CSc1nnnn1-c1ccccc1	6%	45%[activator]	2%	2.9%	-1%	-8%	14%[57.1 µM]	5%	16%
Cc1ccc(NS(=O)(=O)c2cc(C(=O)NCc3cccnc3)ccc2C)cc1	2%	0%	3%	0.9%	-4%	-12%	10%	10%	-5%
N#CC1(NC(=O)COC(=O)c2cc(=O)[nH]c3ccccc23)CCCCC1	11%	-23%&4%	7%	0.1%	0%	3%	4%	-2%	19%
Cc1cc(C)c2nc(-c3ccccn3)cc(C(=O)Nc3ccc(S(=O)(=O)Nc4cc(C)on4)cc3)c2c1	-13%	-3%	10%	0.3%	1%	?	?	-8%	-10%
COc1ccc(CSc2ccc(-c3nc4ccccn4c3NCc3ccccc3)cc2OC)cc1	0%	-13%	86%[activator][57.1 µM]	15%	5%	-31%	25%[57.1 µM]	5%	-21%
COc1cccc(C2C(C(N)=O)=C(C)Nc3nc(CCCO)nn32)c1 (configuration not stated)	2%&-1%	16%&10%&-1%	-1%	-2.8%&0.5%	-6%&-2%	-5%&-20%	17%	31%&-5%[activator]	43%&5%
CCC(Sc1nc2cc3c(cc2c(=O)n1Cc1ccco1)OCO3)C(=O)NCCOC (configuration not stated)	0%	-2%	1%	0.4%	-3%	-16%	-10%	2%	-29%
CC1Cc2ccccc2N1C(=O)CN1C(=O)CN(C)C(=O)c2ccccc21 (configuration not stated)	1%	10%	0%[57.1 µM]	-0.4%	0%	-20%	0%[57.1 µM]	8%	-11%
CN(C)C(=O)CSc1nc2ccccc2c(=O)[nH]1	-9%	?	1%[57.1 µM]	-0.6%	1%	-8%	4%[57.1 µM]	2%	-21%
CCOC(=O)Cn1cnc2c(nnn2-c2ccc(C)cc2)c1=O	0%	-17%	-8%	-1.1%	0%	-4%	10%	0%	18%
CCCOc1ccc(OCC(=O)c2[nH]c(C)c(C(C)=O)c2C)cc1	-6%	9%	-3%	0.1%	-1%	6%	7%	3%	8%

At a glance, 2 of the compounds above:
SMILES	Vif-APOBEC3F blk	12-LOX inh	TrxR1 substrate	RXFP1 ag	Vif-APOBEC3G blk	USP1-UAF1 inh	TrxR1 inh	IDH1 R132H inh	RGS4 inhibitor
CCc1noc(C)c1C(=O)NC1CCCc2c1cnn2-c1ccc(C(C)(C)C)cc1 (configuration not stated)	6%	0%	0%	0.8%	0%	4%	11%	-6%	-12%
CN(CC(=O)NCc1ccccc1)S(=O)(=O)c1ccc2[nH]c3c(c2c1)CCCC3	0%	-28%	-8%	1.3%	3%	-7%	10%	-7%	-4%
